mHtt clearance = mutant huntingtin protein clearance. HeLa Exon1htt(103Q)mCFP, aggregate imaging; zero = plate's median compound well. inhibition, % at 1.5 µM. 0.42% of 47,000 active. AID 853;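 active = inhibition of aggregate fluorescence above about 70%, also judged a hit by eye on the cell image, limit read from the data, passing the limit was not always enough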;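 also: cells exposed to compound for three days before fixation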
mHtt clearance grain fraction = further read-out of mHtt clearance, marked with its call; fraction fluorescence in grains; measured here: aggregate grain fluorescence fraction; hits give low values;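 scaled fraction of total cell fluorescence in grains with unit not stated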
* marks the source's active call; other numbers are inactive results. A portion of the library. The share of hits here may be higher or lower than overall.

mHtt clearance	mHtt clearance grain fraction	structure
2.4	19.7	COCCN(CCOC)S(=O)(=O)c1ccc(C(=O)Nc2nnc(C3CC3)o2)cc1
6.7	32.7	CN1CCN(c2nc3ccccc3nc2C(C#N)C(=O)OC2CCCCC2)CC1 (stereo unspecified)
10.0	43.5	CC(C)(C)NC(=O)Cn1c(=O)oc2cc(S(=O)(=O)N3CCc4ccccc43)ccc21
-11.0	44.6	Cc1ccccc1NC1=NC(=S)N(c2ccccc2)C12CCOC(C)(C)C2 (stereo unspecified)
-361.3	155	COc1ccc(S(=O)(=O)Cc2ccc(C(=O)NCCc3ccc(S(N)(=O)=O)cc3)o2)cc1
4.1	18.6	O=C(CN1CCCN(S(=O)(=O)c2ccc(Br)s2)CC1)Nc1ccc(Cl)cc1
0.0	38.5	Cc1ccc(C)c(NC(=O)CSc2ncnc3nc[nH]c23)c1
20.3	27	c1ccc(CN2CCN(c3nc(-c4ccccn4)nc4ccccc34)CC2)cc1
-34.0	21.5	CCOc1cc(/C=N/NC(=O)Cn2nc([N+](=O)[O-])cc2C)cc(Br)c1OCc1ccccc1F
-10.3	24.4	COc1ccc(C(=O)N(CC(=O)NC(C)(C)C)c2ccc3c(c2)OCCO3)cc1OC
-5.0	19.9	O=C(c1cnn2c1NC(c1ccco1)CC2C(F)(F)F)N1CCN(c2cccc(Cl)c2)CC1 (stereo unspecified)
-12.3	47.7	CCN(CC(=O)Nc1ccc2c(c1)OCCO2)C(=O)C1CCCCC1
12.7	33.2	COc1ccccc1NC(=O)CN1CCN(c2ccccc2F)CC1
-45.0	28.4	Cc1ccc(S(=O)(=O)NCC(=O)N(CC(=O)NC2CCCCC2)CC2CCCO2)cc1 (stereo unspecified)
1.8	34.7	O=C(CSc1nnnn1C1CCCC1)c1ccc2c(c1)OCCO2
-34.2	52.6	CCCCc1ccc(-c2nc(N)n[nH]2)cc1
61.7	17.3	CCCc1c(C(=O)OCC)[nH]c2c1C(=O)CCC2
-28.4	24.4	O=C(CSc1nccn1Cc1ccccc1)Nc1nccs1
42.0	10.4	CC(=O)Nc1cc(-c2ccc(Cl)cc2)nn1-c1ccccc1
23.0	31.4	COc1ccc(N2CCN(C(=O)c3cn(C)c(=O)c4c3c3ccccc3n4C)CC2)cc1
26.6	15.5	Cn1nnc2cc(NC(=O)N3CC4(C)CC3CC(C)(C)C4)ccc21 (stereo unspecified)
8.6	44.2	O=C(NCc1cccs1)C1CCCN(S(=O)(=O)c2cccc3cccnc23)C1 (stereo unspecified)
3.9	30	Cc1ccc(NC(=O)CSc2nnc([C@@H]3CCCN3C(=O)OC(C)(C)C)o2)c(C)c1
3.4	41.4	O=C(CN(Cc1ccccc1)S(=O)(=O)c1ccc2c(c1)OCCO2)Nc1ccc2c(c1)OCCO2
0.3	28.5	O=C(O)CC(CP(=O)(c1ccccc1)c1ccccc1)C(=O)O (stereo unspecified)
61.4	8.05	CCc1nc(N2CCCCC2C)c2oc3ccccc3c2n1 (stereo unspecified)
-28.0	26.9	Cc1c(C(=O)Nc2ccc(F)cc2)oc2ccc(S(=O)(=O)N3CC(C)CC(C)C3)cc12 (stereo unspecified)
16.3	15.7	CCc1nc(SCC(=O)NCCc2ccccc2)n[nH]1
-11.3	24.6	O=C(COc1ccccc1)Nc1cccc(-c2nc3cc4ccccc4cc3[nH]2)c1
-17.4	44.7	Cc1ccc(Cl)cc1N1CCN(Cc2nnnn2Cc2ccco2)CC1
0.0	32.2	c1ccc(-c2csc3nnc(SCc4ccc5c(c4)OCO5)n23)cc1
-7.7	20	O=C(CSc1ncccn1)N1CCN(Cc2ccccc2)CC1
-11.8	22.4	C=CCc1c(C)nc(SC(C)C)[nH]c1=O
14.1	26.6	CCCOc1ccccc1NC(=O)c1c(-c2ccccc2)noc1C
-82.4	33.9	Cn1ccnc1C(O)c1ccco1 (stereo unspecified)
3.5	18.8	CS(=O)(=O)NCc1ccc(C(=O)NCc2ccccc2)cc1
-1.5	18.7	COC(=O)CN1CCN(C(=O)c2ccc(F)cc2)c2ccccc2C1
-58.8	30.9	CCOC(=O)c1c(SC)nc(SC)c2c1CCC2
-17.4	20.4	COc1ccc(N=CC2=C(O)CCCC2=O)cc1
-2.9	46.4	COc1ccc(S(=O)(=O)Cc2ccc(C(=O)NCCCN3CCc4ccccc4C3)o2)cc1
55.1	8.61	COc1ccc(CN(CC(=O)NC2CCCC2)C(=O)CCC(=O)Nc2cc(C)on2)cc1
5.0	32.5	Nc1c(C(=O)NCc2ccco2)nnn1-c1ccccc1
22.6	29.5	COc1ccccc1NC(=O)CN1CCN(C2c3ccccc3-c3ccccc32)CC1
-47.8	55.9	COc1ccc(Cl)cc1NC(=O)Nc1ccc(Br)cn1
29.9	27.2	Clc1ccc(-c2cc(COc3ccc4ccccc4c3)no2)cc1
1.4	39	CCCCOCCCNC(=O)Cc1ccccc1OC
30.7	13	COc1cc(-n2nnnc2SCC(=O)N2CCN(c3ccc(F)cc3)CC2)c(OC)cc1Cl
-13.9	23.3	COC(=O)c1ccc(C2NC(=O)NC(C)=C2C(=O)N(C)C)cc1 (stereo unspecified)
-34.0	28.7	O=C(N/N=C/c1ccc(Cl)cc1)Nc1ccccc1
28.4	25.9	O=C(CSc1nc2c(cnn2-c2ccccc2)c(=O)[nH]1)N1CCOCC1

Continued, overlapping the part above by three compounds.
mHtt clearance	mHtt clearance grain fraction	structure
-13.9	23.3	COC(=O)c1ccc(C2NC(=O)NC(C)=C2C(=O)N(C)C)cc1 (stereo unspecified)
-34.0	28.7	O=C(N/N=C/c1ccc(Cl)cc1)Nc1ccccc1
28.4	25.9	O=C(CSc1nc2c(cnn2-c2ccccc2)c(=O)[nH]1)N1CCOCC1
-122.9	100	COc1cccc(N2CCN(C(=O)c3ccc4nc(N5CCCCC5)sc4c3)CC2)c1
-36.2	26.1	CC1(C)CC(=O)c2cnc(NC(=O)CCc3ccccc3)nc2C1
28.1	20.1	CC(C)C(=O)Nc1ccc(Cc2ccc(NC(=O)C(C)C)c(O)c2)cc1O
-40.0	33.1	CCOC(=O)c1ccc(NC(=O)CC2C(=O)N(c3ccc(F)cc3)C(=O)N2CCC(C)C)cc1 (stereo unspecified)
-6.0	21.9	CCn1c(SCC(N)=O)nnc1-c1ccco1
50.4	16.2	O=C(Nc1nc2ccccc2n1CCOc1ccccc1)c1ccco1
0.6	33.3	Cc1nn(-c2ccc(Cl)cc2)c2[nH]c(=O)c(CNCc3ccc4c(c3)OCO4)cc12
52.0	9.29	C=CCn1c(N)cc(=O)nc1SCC(=O)Nc1ccc2ccccc2c1
-18.5	36.6	COc1ccc(-n2c(Cc3cccn3C)nnc2SCC(N)=O)cc1
5.2	32.1	Cc1ccc(C(c2sc3nc(C)nn3c2O)N2CCN(c3ccccc3F)CC2)cc1 (stereo unspecified)
32.7	14.2	O=C(Cn1cnc2ccccc2c1=O)NCC1COc2ccccc2O1 (stereo unspecified)
-17.7	44.3	CC1CN(C2CCN(C(=O)c3cccc(Cl)c3)CC2)CC(C)O1 (stereo unspecified)
-17.8	22.9	O=C(CCCCC(=O)NCc1cccs1)NCc1cccs1
-0.1	19.7	Cc1ccc(NC(=O)c2ccc(NS(=O)(=O)c3c(C)noc3C)cc2)cc1C
10.1	34.5	COCC(N)(c1ccccc1)c1nc2ccccc2n1C (stereo unspecified)
34.4	24.8	CN(CC(=O)Nc1nc2ccc(F)cc2s1)S(=O)(=O)c1ccc(Cl)cc1
19.3	29.9	O=C(CCCCn1c(=S)[nH]c2ccsc2c1=O)NCc1ccco1
-70.5	66	Cc1nn(Cc2ccccc2)c(C)c1NC(=O)CSc1nc(-c2ccccc2)nc2c1cnn2-c1ccccc1
61.9	7.52	CC(=O)NC(C)C12CC3CC(CC(C(=O)O)(C3)C1)C2 (stereo unspecified)
60.2	8.05	COc1ccc(C2C3=C(N=C4SCC(=O)N42)c2ccccc2CC3)cc1 (stereo unspecified)
23.1	30	O=C1CC(N2CCN(c3ccc(C(=O)c4ccc(F)cc4)cc3)CC2)C(=O)N1 (stereo unspecified)
-62.1	33.5	Cc1ccc2nc3sc(C(=O)N4CCOCC4)c(N)c3cc2c1
58.5	15.8	CCN1C(=O)c2cccc3c(S(=O)(=O)NCCCN4CCOCC4)ccc1c23
19.6	16.7	CCCS(=O)(=O)N1CCC(C(=O)NCCCOC)CC1
16.9	31.9	Cc1ccc(Nc2nc(-c3sc(NC(=O)c4ccco4)nc3C)cs2)cc1
-22.6	48.7	CC(NC(=O)CCSc1nc(-c2ccc3c(c2)OCO3)cc(C(F)(F)F)n1)c1ccccc1 (stereo unspecified)
18.0	17.9	CCCCCCn1c(C(C)NC(=O)c2ccco2)nc2ccccc21 (stereo unspecified)
-157.0	81.3	COc1ccccc1C(=O)NC(C)c1nc2ccccc2[nH]1 (stereo unspecified)
3.3	18.9	CCOC(=O)CNC(=O)c1cccs1
-33.2	45.1	O=C(Nc1ccccc1C(=O)N1CCN(Cc2ccccc2)CC1)c1ccccn1
2.8	34.4	O=C1OCc2cc(NC(=O)C3CCCCC3)ccc21
-19.9	48.1	O=C(C1CCC(CNc2nc(=S)[nH]c3ccccc23)CC1)N1CCN(c2ccccn2)CC1 (stereo unspecified)
19.3	16	C=CCSc1nnc(-c2ccncc2)n1-c1ccc(OCC)cc1
57.8	8.34	O=C(CCN1CCN(C(=O)c2ccco2)CC1)Nc1ccc(F)cc1
-20.6	20.5	O=C(CCc1nc(-c2ccccc2F)no1)NCc1ccco1
58.9	6.64	Cc1ccccc1Cn1nc(C)c(NC(=O)c2cc3n(n2)C(C(F)F)CC(C(F)F)N3)c1C (stereo unspecified)
-30.8	51.9	O=C(Nc1ccccc1)N(C1=NCCCCS1)c1cccc2ccccc12
0.6	22.4	COc1cccc(/C=N/n2cnnc2)c1OCc1ccccc1
-56.0	25.9	CCOC(=O)Cc1nn2c(=O)cc(C)nc2s1
-44.0	28.2	O=C1CC(c2ccc(F)cc2)Cc2nc(NCc3ccco3)ncc21 (stereo unspecified)
-10.7	22.8	CCOC(=O)C(O)(CC(=O)Nc1ccc(Cl)cc1Cl)C(F)(F)F (stereo unspecified)
53.7	8.66	CCCCOC(=O)c1ccc(NC(=O)c2nn(C)cc2Br)cc1
42.1	22.5	CC(C)C(=O)Nc1ccc(C(=O)NNC(=O)c2ccco2)cc1
3.7	17.8	Cc1ccc(SCCN2C(=O)NC(C)(C)C2=O)cc1
44.1	10.2	CCN(CC)C(=O)C1CC(=O)OC12CCCCC2 (stereo unspecified)
28.4	23.8	c1ccc2c(c1)CCN(c1nc3cc4c(cc3s1)OCCO4)C2
0.9	17.6	ON=C1/C(=N\O)CC2(C/C1=N/O)OCCO2
53.4	18.9	CCCC(NS(=O)(=O)c1ccc(Br)cc1)C(=O)O (stereo unspecified)
-37.2	25.7	CC(C)N(Cc1nc(-c2ccc(Cl)cc2)no1)C(=O)C12CC3CC(CC(C3)C1)C2
-72.8	30.6	COc1ccc(C(=O)CSc2nc3nc(C)cc(C)n3n2)cc1OC

Profiles from above. Screens in order: mHtt clearance, mHtt clearance grain fraction
`CCCCOC(=O)c1ccc(NC(=O)c2nn(C)cc2Br)cc1` is listed with 53.7, 8.66
`COc1ccc(C(=O)CSc2nc3nc(C)cc(C)n3n2)cc1OC` is listed with -72.8, 30.6
`CCOC(=O)C(O)(CC(=O)Nc1ccc(Cl)cc1Cl)C(F)(F)F` (stereo unspecified) is listed with -10.7, 22.8
`CCN(CC)C(=O)C1CC(=O)OC12CCCCC2` (stereo unspecified) is listed with 44.1, 10.2
`ON=C1/C(=N\O)CC2(C/C1=N/O)OCCO2` is listed with 0.9, 17.6

The list goes on.
mHtt clearance	mHtt clearance grain fraction	structure
-56.8	26.9	Cc1onc(-c2ccccc2)c1C(=O)Nc1cccc(OC(C)C)c1
25.0	27.6	COc1ccc(NC(=O)N2CCCC2)cc1OC
9.7	27.8	CN(C(=O)c1ccno1)c1nnc(-c2ccccn2)s1
17.3	14.7	COCCCNc1nc2c(c(=O)[nH]c(=O)n2C)n1CC(O)COc1ccccc1 (stereo unspecified)
28.7	13.9	COC(=O)CC/C(O)=C1\C(=O)CC(C)(C)CC1=Nc1ccccc1OC
19.2	31.4	CC1CCCN(Cc2c(O)ccc3c(=O)c(-c4nc5ccccc5s4)c(N)oc23)C1 (stereo unspecified)
-33.5	26.3	O=C(NCCc1ccccc1)C1CCN(C(=O)NCc2ccccc2)CC1
-5.2	21.3	COCCNC(=O)CN(C(=O)CCC(=O)Nc1cc(C)on1)c1ccc(C)cc1C
14.1	32.7	CCOC(=O)N1CCN(C(=O)c2ccc3c(=O)n(CCC4=CCCCC4)c(=S)[nH]c3c2)CC1
-85.1	33.7	O=C(CSc1ccccc1)Nc1ccncc1
-11.8	48.3	CC1(C)Cc2c(c(-c3ccccc3)[nH]c(=O)c2C#N)CS1
-9.5	38.4	O=C(Nc1ccc(C(=O)N2CCOCC2)cc1)c1cccs1
34.8	32.4	O=C(C1CCCN(S(=O)(=O)c2cccc3cccnc23)C1)N1CCN(c2ccc(F)cc2)CC1 (stereo unspecified)
14.7	31.9	c1ccc(-c2nc3nonc3nc2-c2ccccc2)cc1
20.3	15.5	COc1ccc(Cl)cc1N1CC(C(=O)Nc2nccs2)CC1=O (stereo unspecified)
-21.9	23.7	Cc1noc(C)c1COC(=O)[C@H](C)NS(=O)(=O)c1ccc(Cl)c(Cl)c1
-42.7	23.8	C=CCn1c(COc2ccc(Cl)cc2)nnc1SCC(=O)N1CC(=O)Nc2ccccc21
18.5	15.8	Cc1ccc2nc(SC(C)C(=O)N3CCCC3)[nH]c2c1 (stereo unspecified)
23.2	14.9	Cc1c(NC(=O)C(C)Oc2ncnc3ccccc23)c(=O)n(-c2ccccc2)n1C (stereo unspecified)
-17.6	25	Cc1noc(C)c1C(=O)Nc1ccc2c(c1)CCC2
-15.7	23.1	NC1=NC2(CCCCC2)N(c2ccc(F)cc2)C(N)=N1
-25.4	25.4	Cc1cc(F)c(F)c(C(=O)N2CCN(C)CC2)c1Cl
-16.1	20.6	CN(Cc1cnn(C)c1)C(=O)c1cc2ccccc2oc1=O
